H9c2 TAG inh = inhibitors of triacylglycerol accumulation | H9c2 cells, Nile Red lipid (TAG) fluorescence; cells loaded with 200 µM oleic acid | inhibition, % at 12.5 µM | hit rate 0.66% among 230,000 | AID 651582;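 active = pattern-corrected inhibition of lipid staining of at least 50% with the nuclear-stain viability signal not falling by more than 50%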;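 also: 0% = DMSO wells and 100% = triacsin C control wells; some results filed as inactive read as strong as hits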
H9c2 TAG inh DAPI viability = second read-out of H9c2 TAG inh, no call of its own (marks repeat the call); DAPI nuclei signal change (viability), lower = more cytotoxic, %;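 whole-well DAPI fluorescence read on a plate reader as a viability signal; minus 50 percent equals half of cells still viable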
* = called active by the depositor. A portion of the library; count on the stated rates, not on these rows.

SMILES | H9c2 TAG inh | H9c2 TAG inh DAPI viability
CC(C)N(Cc1cn[nH]c1-c1ccc(-c2ccccc2)cc1)Cc1nccn1C | -11 | 41
O=C(c1c(F)c(F)c(F)c(F)c1F)N1CCc2ccccc21 | -4 | -4
O=[N+]([O-])c1ccc(COc2cccc(CN3CCCC3)c2)cc1 | 4 | -11
CC/C=C/C(=O)N1CC2(CC(c3cccc(NC(=O)CC(c4ccccc4)c4ccccc4)c3)=NO2)C[C@@H]1C(N)=O (stereo not given in full) | 2 | 3
Cn1nc(-c2ccccc2)c(COC(=O)c2cccc(Cl)c2)c1S(=O)(=O)c1ccccc1 | -8 | 1
O=C(NCCCNc1ccc([N+](=O)[O-])cc1)C(F)(F)F | -7 | 3
CC(=O)Nc1ccc(NC(=O)C2(C)Cc3c(-c4cccc(C(N)=O)c4)ccnc3O2)cc1 (stereo not given) | 3 | 7
O=C(N/N=C/c1ccc2c(c1)OCO2)c1ccn(Cc2ccc(Cl)cc2)n1 | 3 | 5
O=[N+]([O-])c1ccc(N/N=C2/CCCCC2c2ccccn2)cc1 (stereo not given) | -6 | -7
COc1ccc(N2CC(NC(=O)c3cccc4ccccc34)CC2=O)cc1OC (stereo not given) | -27 | 0
CCCCN1C(=O)C(=O)N(CC(=O)Nc2cc(S(=O)(=O)N(C)C)ccc2C)C1=O | 3 | -1
Cc1ccc(CNC(=O)c2cc(S(=O)(=O)N3CCCC3)cn2C)cc1 | 8 | -5
Cc1nc2ccc(C(=O)N3CCC(O)(Cc4ccccc4)CC3)cn2c1N(C)C(=O)CCc1ccccc1 | -2 | -11
Cc1c(NC(=S)NC(=O)CSc2ccc(Cl)cc2)cccc1C(=O)O | 10 | 3
CCC(C)N(C(=O)CSc1nc(-c2cccs2)nc2ccccc12)C1CCS(=O)(=O)C1 (stereo not given) | 18 | 18
O=C(O)CCn1cc(/C=C2\NC(=S)N(c3ccccc3)C2=O)c(-c2ccc(Br)cc2)n1 | 4 | -1
Cc1ccc(C(=O)NCCc2nnc(SCC(=O)Nc3cccc(C(=O)O)c3)n2C)cc1 | 9 | 1
O=C(C=Cc1ccccc1)c1ccc([N+](=O)[O-])cc1 | -4 | 2
CC1(C)Cc2c(C#N)c(N3CCN(C(=O)c4ccccc4)CC3)nc(Cc3ccccc3)c2CO1 | -25 | 11
CCc1ccc(C2c3[nH]c4ccccc4c3CCN2C(=O)CN2CCN(CC)CC2)cc1 (stereo not given) | 18 | 24
COC(=O)Nc1ccc(S(=O)(=O)N2CCCC(C(=O)O)C2)cc1 (stereo not given) | 1 | -5
COc1cc(NS(=O)(=O)c2ccc(C)c(C)c2)c(OC)cc1Cl | -15 | 8
CCOC(=O)N1CCC(NC(=O)C2CCCN(S(=O)(=O)c3cccc4nsnc34)C2)CC1 (stereo not given) | 8 | 0
O=c1c2ccccc2ncn1CCOCCOc1ccc([N+](=O)[O-])cc1 | -14 | 6
CC(=O)c1csc(-c2cccc(-c3nc4ccc(Cl)cn4c3NC3CCCCC3)c2)c1 | 11 | 10
Cc1nnc(SCc2ccc(CSc3nnc(C)c(=O)[nH]3)cc2)[nH]c1=O | -2 | 6
CCNc1nc(NCc2ccccc2)nc(Oc2ccc(=O)[nH]n2)n1 | 3 | -6
CN1CCN(S(=O)(=O)c2ccc(Nc3cccc(Cl)c3)c([N+](=O)[O-])c2)CC1 | -11 | -7
O=S(=O)(c1ccc(SCCO)nc1)N1CCCC1 | 4 | 2
CCC(=O)OCCn1c(Br)nc2c1c(=O)[nH]c(=O)n2C | -4 | -8

Reprinted at random: 6 compounds from above
SMILES | H9c2 TAG inh | H9c2 TAG inh DAPI viability
CC1(C)Cc2c(C#N)c(N3CCN(C(=O)c4ccccc4)CC3)nc(Cc3ccccc3)c2CO1 | -25 | 11
COC(=O)Nc1ccc(S(=O)(=O)N2CCCC(C(=O)O)C2)cc1 (stereo not given) | 1 | -5
COc1cc(NS(=O)(=O)c2ccc(C)c(C)c2)c(OC)cc1Cl | -15 | 8
CCc1ccc(C2c3[nH]c4ccccc4c3CCN2C(=O)CN2CCN(CC)CC2)cc1 (stereo not given) | 18 | 24
CCC(=O)OCCn1c(Br)nc2c1c(=O)[nH]c(=O)n2C | -4 | -8
O=c1c2ccccc2ncn1CCOCCOc1ccc([N+](=O)[O-])cc1 | -14 | 6

Carrying on:
SMILES | H9c2 TAG inh | H9c2 TAG inh DAPI viability
CNC(=S)N1CCN(c2nc(-c3ccc(F)cc3)cs2)CC1 | 6 | -12
O=C(c1cccc(S(=O)(=O)N2CCN(c3ccc(F)cc3)CC2)c1)N1CCN(c2ccccc2O)CC1 | -8 | -10
Cn1c(NCc2c(O)ccc3ccccc23)nc2ccccc21 | 12 | 1
C[C@H](CO)N1C[C@H](C)[C@@H](CN(C)S(=O)(=O)c2cn(C)cn2)Oc2ccc(NC(=O)NC3CCCCC3)cc2C1=O | 12 | -5
COc1ccc(N2CCN(c3nc(-c4cccs4)nc4ccccc34)CC2)cc1 | 4 | 23
CC(=O)Cc1nsc(NC(=O)c2ccc(-c3ccc(F)cc3)o2)n1 | 4 | 3
CCCCNC(=O)O[C@@H]1C[C@H]2CCCC(=O)N3CC[C@@H](C1)[C@@H]23 | -4 | -2
COc1ccc2[nH]c3c(c2c1)CCN1C(=O)C(CC(=O)NC(C)(C)C)C[C@H](C(=O)N2CCOCC2)[C@@]31CCC1CCCC1 (stereo not given in full) | 12 | 7
Cn1c(N2CCN(C(c3ccccc3)c3ccccc3)CC2)nc2ccccc21 | 2 | 2
C=CCn1c(CNc2ccc(C)cc2)nnc1SCC(=O)N/N=C/c1ccc(O)cc1O | -24 | -6
NC(=O)CCN1CCCCC1 | 4 | -4
C#CC1(O)CCCC2C3CCC4CC(OC(C)=O)CCC4(C)C3C(=O)CC21C (stereo not given) | -21 | -1
COC(=O)C1SCC2C(=O)N(Cc3ccccc3)CC(=O)N21 (stereo not given) | 13 | -6
O=c1cc(CSc2ccc(Cl)cc2)nc(N2CCCCC2)[nH]1 | -28 | 5
CCOC(=O)[C@@H]1[C@H]2COc3cc(OC)ccc3[C@H]2N2C(=O)N(c3ccc(C)cc3)C(=O)[C@@]12C | -3 | 0
CCCN1CCC(=O)N([C@H](CSc2ccc(Br)cc2)c2ccccc2)CC1 | -15 | 11
COc1ccc2[nH]c3c(c2c1)CCNC3=O | -42 | 8
N#Cc1c(SCc2c(Cl)cccc2Cl)nc(N)[nH]c1=S | -3 | -4
CC1(C(=O)NS(=O)(=O)c2cccc(Cl)c2)CCN1C(=O)CCc1ccccc1 (stereo not given) | 11 | -3
Cc1ccccc1-c1cnc2c(c1)C(=O)N([C@H](C)CO)C[C@@H](C)[C@H](CN(C)C(=O)c1ccncc1)O2 | 11 | -11
CCN(CC)S(=O)(=O)c1ccc(N=Nc2c(C)[nH]n(C(N)=S)c2=O)cc1 | -31 | 1
O=C(Cn1nnc(-c2ccc3c(c2)OCO3)n1)NCc1ccccc1 | -10 | 0
CCOC(=O)c1[nH]c(C=O)c(C(=O)OCC)c1C | -9 | 8
CCNC(=O)CC1C(=O)N(c2ccccc2)C(=O)N1CCC(C)C (stereo not given) | 5 | 9
CC(c1ccccc1)N1CC(C(=O)N2CCN(c3ccccc3)CC2)CC1=O (stereo not given) | -23 | 5
CCCOC(=O)c1cc(=O)[nH]c2ccccc12 | 13 | -5
COc1cc(NC(=O)c2nccn2C)cc(C(=O)Nc2cccc(C(F)(F)F)c2)c1 | 107* | -41*
Cc1ccc(OCC(=O)Nc2ccc(S(=O)(=O)N(C)C3CCN(C)CC3)cc2)c(C)c1 | 2 | 12
Cc1ccc2cc(/C=N/NC(=O)CN3CCOCC3)c(Cl)nc2c1 | -2 | 0
CC(OC(=O)C1=COCCO1)C(=O)NC1CCCCC1C (stereo not given) | 14 | 2
Cn1c(=O)n(C)c2cc(NS(=O)(=O)c3ccccc3[N+](=O)[O-])ccc21 | -9 | 4
CCc1nc(C)cn1S(=O)(=O)c1ccc2c(c1)OCCO2 | 10 | 2
COc1ccc(CNC(=O)c2cc(C)nc3ccccc23)cc1OC | 0 | 1
COC(=O)C1=C(C)N(c2ccc(OC)cc2)C(C)=C(C(=O)OC)C1c1ccccc1 | 4 | 7
Cc1cccc(-c2nnc(SCC(=O)Nc3nc4c(s3)CCCC4)n2C)c1 | -6 | 2
O=C(CSc1nnc(-c2ccccc2F)n1C1CC1)NCc1ccco1 | 12 | -4
CC(=O)N(Cc1c(C#N)c2ccccc2n1C)c1ccccc1 | 7 | -13
CN(Cc1ccc(F)cc1)C(=O)c1cc(COc2ccc(F)cc2F)on1 | 5 | -3
COc1ccc(Br)cc1CN(C)CC(=O)Nc1cccc(S(=O)(=O)N2CCCC2)c1 | -65 | -4
COC(=O)[C@@H](NC(=O)c1ccccc1)[C@@H](C)O | -3 | 7
O=S(=O)(c1ccc(Br)cc1)c1nc(-c2ccco2)oc1NCC1CCCO1 (stereo not given) | -7 | 2
CCOC(=O)C1(C)CCCCCN1C(=O)c1ccc(Cl)nc1 (stereo not given) | -6 | 6
CCC(C(=O)OCC(=O)NC(=O)NC(C)(C)C)c1ccccc1 (stereo not given) | -3 | -6
CCOC(=O)c1c(C)nc(C)c(C(=O)OCC)c1-c1ccc(O)c(OC)c1 | 6 | 0
CC(NC(=O)C1CC1)C(c1cccs1)N1CCOCC1 (stereo not given) | 5 | -7
Cc1ccsc1C(=O)OCC(=O)Nc1cccc(S(=O)(=O)N2CCOCC2)c1 | -1 | -2
CCn1c(C(=O)N2CCC(C(=O)NCc3cccs3)CC2)cc2sccc21 | -10 | 1
COc1cccc(-c2cc(C(F)(F)F)n3ncc(C(=O)N4CCc5ccccc5C4)c3n2)c1 | 9 | 8
O=C(CSc1nccc(=O)[nH]1)NN(c1ccccc1)c1ccccc1 | -4 | -2
COc1ccc(C2=NN(C(C#N)c3ccc(OC)c(OC)c3)C(c3ccccc3)C2)cc1 (stereo not given) | -46 | 10
CCOC(=O)Cc1csc(NC(=O)COc2c(C)cccc2C)n1 | -51 | -3
O=c1c(Cc2c(F)cccc2Cl)c(O)ccn1Cc1ccc2c(c1)OCO2 | -5 | 8
CCCc1cc(=O)[nH]c(SCC(=O)c2cc(C)n(-c3c(C)n(C)n(-c4ccccc4)c3=O)c2C)n1 | -9 | 2
COCCN(C(=O)COC(=O)/C=C/c1ccc(C(F)(F)F)cc1)c1c(N)n(Cc2ccccc2)c(=O)[nH]c1=O | 6 | -11
CN(CC(=O)Nc1ccncc1)S(=O)(=O)c1ccccc1 | -25 | 2
C[C@H]1CN([C@@H](C)CO)C(=O)CCCn2nncc2CO[C@@H]1CN(C)Cc1cccc(O)c1 | -11 | 6
C=CCN1CCN(C(c2cccc(OC)c2OC)c2nnnn2CCC(C)C)CC1 (stereo not given) | 15 | 8
O=C1OCCN1C(=O)[C@H]1[C@H](c2ccccc2)C(c2ccc(F)cc2)=NN1c1ccc(Br)cc1 | 15 | 64
CN(Cc1ccc(Br)s1)C(=O)CNC(=O)c1ccc2c(c1)OCO2 | -17 | 3
CS(=O)(=O)c1[nH]nc(-c2cccc(Cl)c2)c1C#N | -1 | 2

Single records, from the list above. Order of values: H9c2 TAG inh	H9c2 TAG inh DAPI viability
Record of `Cc1ccc(C(=O)NCCc2nnc(SCC(=O)Nc3cccc(C(=O)O)c3)n2C)cc1` → 9	1
Record of `O=S(=O)(c1ccc(SCCO)nc1)N1CCCC1` → 4	2
Record of `C#CC1(O)CCCC2C3CCC4CC(OC(C)=O)CCC4(C)C3C(=O)CC21C` (stereo not given) → -21	-1
Record of `O=C(O)CCn1cc(/C=C2\NC(=S)N(c3ccccc3)C2=O)c(-c2ccc(Br)cc2)n1` → 4	-1
Record of `COc1ccc(N2CC(NC(=O)c3cccc4ccccc34)CC2=O)cc1OC` (stereo not given) → -27	0

Two entries from above, set out differently.
SMILES	H9c2 TAG inh	H9c2 TAG inh DAPI viability
O=C(CSc1nccc(=O)[nH]1)NN(c1ccccc1)c1ccccc1	-4	-2
COc1ccc(C2=NN(C(C#N)c3ccc(OC)c(OC)c3)C(c3ccccc3)C2)cc1 (stereo not given)	-46	10

Next part.
SMILES | H9c2 TAG inh | H9c2 TAG inh DAPI viability
COc1ccccc1Oc1coc2cc(O)ccc2c1=O | -4 | -14
C=CCN1C(=O)N/C(=C/c2ccccc2OCC(=O)Nc2ccc(F)cc2)C1=O | -7 | -1
CC(O)CC(=O)NOCc1ccccc1 (stereo not given) | -8 | 2
O=C(Nc1nccs1)c1ccc(N2CCOCC2)c([N+](=O)[O-])c1 | 4 | -1
COc1cc(OC)cc(C(=O)N[C@H](C(=O)NCc2ccco2)C(C)C)c1 | 3 | -3
CCOc1ccc(OCC(=O)N(C)c2c(N)n(Cc3ccccc3)c(=O)[nH]c2=O)cc1 | 2 | -4
O=C(NC(=S)NCCC1=CCCCC1)c1ccc(Br)o1 | -8 | 10
O=C(CNCCO)N1N=C(c2cccs2)CC1c1cccs1 (stereo not given) | 7 | 2
COc1ccc(C(=O)NC2CC2)cc1OC1CCN(Cc2cnn(C)c2)CC1 | 5 | 0
COc1ccc(NC2CCCN(C(=O)CSc3ccncc3)C2)cc1 (stereo not given) | 0 | -1
COc1ccc(C(=O)Nc2ccc3c(c2)nc2n3CCSC2)cc1 | 24 | -9
CCC(=Nc1ccc(Cc2ccncc2)cc1)c1c(O)n(C)c(=O)n(C)c1=O | -3 | 3
O=C(Nc1ccc2c(c1)OCO2)C1CCN(C(=O)c2cccs2)CC1 | -14 | -2
CCOc1cccc(C(=O)Nc2nccs2)c1 | -13 | -4
CN(C)CC(C)(C)CNc1ccc(S(=O)(=O)N2CCCC2)cn1 | 2 | -2
CCN(c1ccccc1)S(=O)(=O)c1ccc(C(=O)Nc2ncccc2C)cc1 | 5 | -5
COCCNC(=O)c1sc(=O)n(Cc2ccc(SC)cc2)c1C | 9 | 0
O=S(=O)(Cc1ccccc1)C1CCCCC1O (stereo not given) | 13 | -6
O=C(NN=Cc1ccccc1Cl)c1ccc([N+](=O)[O-])cc1 | 13 | -12
COc1ccccc1CNS(=O)(=O)N(C)C | 11 | -5
Cc1nnc2ccc(N3CCCC3)nn12 | -7 | 0
O=C1CCc2cc(Br)ccc2O1 | 3 | -4
CC(C)n1cnnc1SCC(=O)Nc1cccnc1Cl | 26 | 1
O=C(OCc1ccccc1)N1CCC2CC1c1cc(N3CCNCC3)ccc12 (stereo not given) | 12 | 19

Source: PubChem
